SUMO1-SIM PPI: alters human SUMO1 binding to SIM partners; P63165; SUMO1 binding to a labelled peptide, TR-FRET, 1 h; inhibition, % at 20 µM; 0.33% of 360,000 active; AID 602429; in the data active = inhibition above about 37%
Target sequence (P63165 whole entry, looked up): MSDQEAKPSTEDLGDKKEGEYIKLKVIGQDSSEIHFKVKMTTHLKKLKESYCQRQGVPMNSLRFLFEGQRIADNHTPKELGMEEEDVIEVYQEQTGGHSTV
CSN inh: CSN deneddylation inhibition; inhibition, % at 12.5 µM; AID 651999; 0.38% of 360,000 active; Purified CSN, SCF-Nedd8-OG deneddylation, fluorescence polarization; Q92905;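 active = pattern-corrected inhibition above about 35%, with an unprinted fluorescence ratio check between 0.5 and 1.5, limit read from the data, passing the limit was not always enough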;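 note: 0% = enzyme with substrate and 100% = substrate without enzyme; some results filed as inactive read as strong as hits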
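Test system: Human Csn5 produced in HEK293T cells | Compound: 12.5 µM single point | Times: 90 min, room temperature | Signal: Fluorescence polarization readout | Read-out basis: % inhibition of substrate cleavage by Csn5 | Controls: no-enzyme wells high, enzyme-with-substrate wells low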
Scp-1 inhibitor: Scp-1 (human) phosphatase inhibition; 0.88% of 340,000 active; Q9GZU7; inhibition, % at 20 µM; Recombinant Scp1, phosphopeptide, malachite green phosphate absorbance; AID 493091;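 active = inhibition above about 50% at 20 µM, limit read from the data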;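 note: plate controls were DMSO wells with enzyme for no effect and wells lacking enzyme for full effect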
Target sequence (Q9GZU7 76-261 limits assumed): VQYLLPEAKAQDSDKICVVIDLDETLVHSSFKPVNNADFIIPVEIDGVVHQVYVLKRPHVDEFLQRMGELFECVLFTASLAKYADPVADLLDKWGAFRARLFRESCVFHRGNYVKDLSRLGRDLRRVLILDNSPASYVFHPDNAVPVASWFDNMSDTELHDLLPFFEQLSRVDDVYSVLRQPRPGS
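Incubation: 45 min enzyme reaction at room temperature / System: truncated SCP-1 phosphatase (76-261aa) / Reagent: Phospho 17-mer peptide substrate / Buffer or medium: Acidic Tris acetate buffer with magnesium and detergent / Signal: absorbance at 630 nm / Doses: one concentration, 20 µM, with 1.0% DMSO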
Rpn11 inh: Rpn11 (human) deubiquitinase inhibition; O00487; human 26S proteasome, Ub4-pepOG fluorescence polarization; 20S core pre-blocked with epoxomicin; calls only at 20 µM; 0.59% of 360,000 active;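 active = inhibition at 20 µM, scaled to each plate's controls, above about 33%, limit read from the data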
MLLE-PAM2 inh: blocks PAM2 peptide binding to the PABP1 MLLE domain | inhibition, % at 20 µM | AID 588489 | 0.36% of 360,000 active | GST-MLLE / FITC-PAM2 fluorescence polarization; in the data active = inhibition above about 35%, passing the limit was not always enough;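 note: plate controls were DMSO wells with GST-MLLE for no effect and wells lacking GST-MLLE protein for full effect; some results filed as inactive read as strong as hits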
STEP block: STEP (human) phosphatase inhibition | P54829 | recombinant STEP, OMFP fluorogenic substrate, fluorescence | inhibition, % at 20 µM | 0.25% of 360,000 active | AID 588621;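 active = inhibition at 20 µM, scaled per plate between control wells, above about 37%, limit read from the data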;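 note: 0% = DMSO with enzyme and substrate and 100% = substrate only without enzyme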
Target sequence (P54829 whole entry, looked up): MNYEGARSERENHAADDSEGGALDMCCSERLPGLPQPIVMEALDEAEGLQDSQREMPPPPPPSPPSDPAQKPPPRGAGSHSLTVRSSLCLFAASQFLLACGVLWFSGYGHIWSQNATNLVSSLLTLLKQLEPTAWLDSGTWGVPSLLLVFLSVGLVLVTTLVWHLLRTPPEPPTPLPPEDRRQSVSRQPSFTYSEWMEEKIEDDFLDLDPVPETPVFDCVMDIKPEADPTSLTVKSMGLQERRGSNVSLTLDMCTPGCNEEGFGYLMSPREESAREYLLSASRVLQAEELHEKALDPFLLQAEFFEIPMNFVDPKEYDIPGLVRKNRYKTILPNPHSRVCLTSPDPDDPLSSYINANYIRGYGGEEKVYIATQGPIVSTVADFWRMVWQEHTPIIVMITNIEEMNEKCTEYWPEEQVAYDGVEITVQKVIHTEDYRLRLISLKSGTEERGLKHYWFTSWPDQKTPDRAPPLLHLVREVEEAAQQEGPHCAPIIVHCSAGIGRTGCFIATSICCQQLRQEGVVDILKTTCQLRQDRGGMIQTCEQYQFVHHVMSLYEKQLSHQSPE
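Measure: Control-normalized % inhibition with plate pattern correction | Test system: STEP phosphatase, cell-free reaction | Medium: pH 6.0 Bis-Tris with DTT and Tween 20 | Technique: Fluorescence, 480/540 nm | Times: Reaction 20 min, ambient temperature | Doses: Single compound dose of 20 µM, 1% DMSO final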
DNMT1 block: inhibitors of human DNMT1; P26358; DNMT1 molecular beacon, Hinp1I cleavage, fluorescence; inhibition (reported as % activation of signal), % at 10 µM; 0.83% of 360,000 active; in the data active = inhibition above about 50%
NadD block: blocks S. aureus nicotinate mononucleotide adenylyltransferase. inhibition, % at 20 µM. purified NadD enzyme, colorimetric absorbance read-out. AID 602399. 0.78% of 360,000 active; in the data active = inhibition above about 26%; note: some compounds past the cut are filed as inactive
LMPTP inh: blocks human LMPTP phosphatase; 0.22% of 360,000 active; inhibition, % at 20 µM; recombinant LMPTP-A, OMFP fluorogenic substrate, fluorescence intensity; P24666; AID 651560;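 active = compounds that cut the enzyme signal by at least half of the control window in the single-dose screen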;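 note: plate controls were DMSO wells with enzyme plus substrate for no effect and substrate without enzyme for full effect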
Target sequence (P24666 whole entry, looked up): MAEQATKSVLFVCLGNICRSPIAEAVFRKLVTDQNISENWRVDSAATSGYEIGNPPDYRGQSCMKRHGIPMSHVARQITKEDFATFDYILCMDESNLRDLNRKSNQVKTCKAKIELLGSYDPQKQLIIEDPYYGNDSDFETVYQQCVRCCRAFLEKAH
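Buffer or medium: Bis-Tris pH 6.0, DTT, detergent; Assay system: LMPTP-A enzyme; Quantity: 0.625 nM enzyme; Detection: endpoint fluorescence intensity; Times: 50 min dark incubation at room temperature; Controls: substrate-only low control, DMSO enzyme-plus-substrate high control; Doses: single 20 µM dose; Read-out: percent inhibition versus substrate-only and uninhibited controls; Reagent: 400 µM OMFP.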
Tb MetRS inh: blocks T. brucei methionyl-tRNA synthetase activity. purified T. brucei MetRS, ATP depletion, Kinase-Glo luminescence. inhibition, % at 11.9 µM. 0.4% of 360,000 active. AID 624268;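 active = inhibition above a per-plate cutoff of the control wells' mean inhibition plus 3 SD, cut at about 5.5% in these data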;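 note: 0% = DMSO wells median and 100% = median of wells with control inhibitor compound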
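assay system = parasite MetRS enzyme | timing = 15 min preincubation, 2 h reaction, all 25 °C | evaluation = percent inhibition relative to median high and low control wells | medium = HEPES buffer containing pyrophosphatase, BSA, spermine, DTT | compound = single dose, 11.9 µM final nominal, 0.9% final DMSO | detection = Kinase-Glo luminescence, ATP depletion format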
Starred values were filed as active, the others as inactive; i = inactive; . = no result given.

SMILES	SUMO1-SIM PPI	CSN inh	Scp-1 inhibitor	Rpn11 inh	MLLE-PAM2 inh	STEP block	DNMT1 block	NadD block	LMPTP inh	Tb MetRS inh
CC(=O)c1ccc(N(CC(=O)NC2CCCC2)C(=O)c2csnn2)cc1	4	0	-3	i	8	2	-2	-4	-1.9	-0.8
CCCN1CC=C2C(C#N)=C(N)C(C#N)(C#N)C(c3cc(OC)ccc3OC)C2C1 (stereo not given)	-31	4	-5	i	4	1	-2	-2	2.9	0.3
CCC(C(=O)NNC(=O)c1cnccn1)c1ccccc1 (stereo not given)	1	-5	-4	i	-4	-1	-1	3	-1.6	0.0
CC(C)N(Cc1nc(-c2ccccc2)no1)S(=O)(=O)c1ccccc1	0	5	-7	i	-7	0	2	-8	-0.2	-1.0
O=c1cc(Nc2ccc3c(c2)OCCO3)[nH]c(=O)n1-c1ccc(Cl)cc1	3	3	-5	i	18	-1	-2	-1	-0.4	0.1
C=CCc1c(C)nc(C)nc1N/N=C/c1ccc([N+](=O)[O-])cc1	-25	-7	-10	i	-6	-2	0	-1	4.8	0.3
Nc1sc2c(c1C(=O)NC1CCS(=O)(=O)C1)CCCC2 (stereo not given)	0	0	-12	i	-45	10	-6	4	0.0	-0.3
COc1c2c(cc3ccc(=O)oc13)CCO2	-3	3	-2	i	2	3	-1	-3	0.2	-0.3
Cc1cc(C)nc(SCC(=O)N2CCC(C(N)=O)CC2)n1	0	-2	-6	i	1	-5	3	1	-1.6	-0.2
CCOc1ccccc1N1CC(C(=O)Nc2ccccc2N2CCOCC2)CC1=O (stereo not given)	-1	-4	-1	i	-8	0	-11	-2	-0.4	-0.5
Cn1c(Cc2ccccc2)nnc1SCC(=O)NC1CC1	-7	4	-4	i	-15	-1	-3	-5	-0.6	0.3
CCC(=O)Oc1ccc(C(=O)Nc2ccc([N+](=O)[O-])cc2)cc1	-13	-3	-5	i	-23	5	1	-2	-0.8	0.2
c1ccc(N/N=C(\Cc2nc3ccccc3[nH]2)c2ccccc2)cc1	0	8	6	i	26	4	-16	12	4.1	3.1
CC1CC(Nc2ccccc2)c2ccccc2N1C(=O)c1ccco1 (stereo not given)	4	4	-7	i	14	0	1	-6	1.8	-1.7
CCCSc1nc2c(cnn2-c2ccc(F)cc2)c(=O)[nH]1	8	-1	-10	i	5	-2	9	0	-2.8	-0.4
COc1ccc(-n2ncc3c(NCC4CCCO4)ncnc32)cc1 (stereo not given)	4	-7	5	i	-1	2	2	-1	-0.3	-2.2
CC(C)c1ccc(S(=O)(=O)NC2CCS(=O)(=O)C2)cc1 (stereo not given)	3	4	3	i	11	-2	1	-2	0.0	-0.4
Cc1cccc(-n2c(CNC(=O)c3ccc(S(=O)(=O)N4CCCC4)cc3)n[nH]c2=S)c1	0	2	3	i	1	1	0	7	-1.1	0.5
O=C(CN1CCOCC1)Nc1cc(Cl)ccc1Cl	-2	1	-5	i	3	-9	0	-4	-1.4	-0.4
CC(C)(C)[C@H]1C=C(C(=O)NC2CC2)O[C@@H](OCc2ccc(CO)cc2)C1	-3	5	0	i	1	-2	1	1	1.9	-0.4
Cc1ccc2[nH]c(C(=O)N3CCOCC3)cc2c1	-5	-4	2	i	2	1	11	-5	-2.2	-0.9
CC(=O)C12CCCCC1CC1[C@@H]3CC(C)C4=CC(=O)CC[C@]4(C)C3CC[C@@]12C (stereo not given in full)	7	1	4	i	7	2	2	4	5.3	-1.7
O=C(Nc1nc(OCC(F)(F)F)cnc1/C=C\c1ccccc1)c1ccsc1	-2	-2	.	i	-4	1	4	-3	-0.5	-0.5
O=C(Nc1ccccc1)C1Cc2c(-c3ccccc3Oc3ccccc3)ccnc2O1 (stereo not given)	4	-2	.	i	12	3	7	3	3.4	-0.2

Record cards, as listed above.
CC(C)(C)[C@H]1C=C(C(=O)NC2CC2)O[C@@H](OCc2ccc(CO)cc2)C1 across the screens: SUMO1-SIM PPI = -3; CSN inh = 5; Scp-1 inhibitor = 0; Rpn11 inh = i; MLLE-PAM2 inh = 1; STEP block = -2; DNMT1 block = 1; NadD block = 1; LMPTP inh = 1.9; Tb MetRS inh = -0.4
CC(=O)C12CCCCC1CC1[C@@H]3CC(C)C4=CC(=O)CC[C@]4(C)C3CC[C@@]12C (stereo not given in full) across the screens: SUMO1-SIM PPI = 7; CSN inh = 1; Scp-1 inhibitor = 4; Rpn11 inh = i; MLLE-PAM2 inh = 7; STEP block = 2; DNMT1 block = 2; NadD block = 4; LMPTP inh = 5.3; Tb MetRS inh = -1.7

Further structures:
SMILES	SUMO1-SIM PPI	CSN inh	Scp-1 inhibitor	Rpn11 inh	MLLE-PAM2 inh	STEP block	DNMT1 block	NadD block	LMPTP inh	Tb MetRS inh
Cc1ccc(CN2C(=O)CCC2C(=O)NCCCN2CCOCC2)cc1 (stereo not given)	3	-2	3	i	-1	-1	0	-2	-2.0	-0.1
OCCC#Cc1ccc(CN2CCN(CCc3ccccc3)C(CCO)C2)cc1 (stereo not given)	3	-1	-3	i	2	-2	1	-7	-2.0	-0.2
Cc1nc(SCc2nc3ccccc3[nH]2)c2oc3ccc(Br)cc3c2n1	-6	3	-3	i	-41	4	-10	7	1.2	-0.1
Cc1cc(Br)cn2ccnc12	0	5	-5	i	-6	1	2	-4	0.4	0.2
C=CC[n+]1c(-c2ccc(C)cc2)csc1Nc1ccc(NC(C)=O)cc1	-2	-1	-6	i	-12	-1	-2	-2	1.6	-0.2
COc1ccc(-n2nc(C(=O)NCCCN3CCCC3=O)c3c4ccccc4n(C)c3c2=O)cc1Cl	-8	2	-7	i	17	0	-8	-5	1.0	-0.6
CCn1cc(C(=O)Nn2cnnc2)c(=O)c2ccc(C)nc21	2	1	-4	i	0	3	1	-7	-0.9	-0.5
COc1cccc(C(=O)COc2ccc3c(C)c(Cc4ccccc4)c(=O)oc3c2)c1	-2	0	2	i	12	-1	1	3	-0.7	-1.0
NC(=O)N/N=C/c1cc(Br)ccc1OCC(=O)NCc1ccccc1	-5	4	-1	i	8	-2	3	-1	1.1	-1.0
Cc1noc(C)c1CSc1nnnn1-c1ccc(Cl)cc1	2	3	-11	i	8	-2	1	1	-0.6	-0.3
CNC(=O)c1[nH]cnc1C(=O)Nc1ccc(Cl)cc1	4	-3	-2	i	-13	1	-4	-3	-0.5	-0.1
CCn1c(SCC(=O)N2CCCCC2)nc2c(c1=O)SC(C)C2 (stereo not given)	-4	4	-5	i	-10	-3	9	-6	-1.8	-0.8

No new results follow: 2 of the compounds above.
SMILES	SUMO1-SIM PPI	CSN inh	Scp-1 inhibitor	Rpn11 inh	MLLE-PAM2 inh	STEP block	DNMT1 block	NadD block	LMPTP inh	Tb MetRS inh
CNC(=O)c1[nH]cnc1C(=O)Nc1ccc(Cl)cc1	4	-3	-2	i	-13	1	-4	-3	-0.5	-0.1
CCn1c(SCC(=O)N2CCCCC2)nc2c(c1=O)SC(C)C2 (stereo not given)	-4	4	-5	i	-10	-3	9	-6	-1.8	-0.8

(continued)
SMILES	SUMO1-SIM PPI	CSN inh	Scp-1 inhibitor	Rpn11 inh	MLLE-PAM2 inh	STEP block	DNMT1 block	NadD block	LMPTP inh	Tb MetRS inh
CN(C)CCCNC(=O)C[C@H]1C[C@H](C(=O)N2CCCCC2)[C@@]2(CCc3ccccc3)c3[nH]c4cc(-c5ccco5)ccc4c3CCN2C1=O	-91	2	-1	i	-3	0	-5	0	-7.7	-0.9
Cc1ccc(C(=O)Nc2ccccc2C(=O)N2CC(C)OC(C)C2)cc1 (stereo not given)	-5	6	.	i	3	1	2	-7	0.9	0.1
COc1ccc(-c2ncc(CN3CCN(CCC(C)C)C(CCO)C3)cn2)cc1 (stereo not given)	4	0	-6	i	-9	-1	-2	-4	-0.3	-0.8
O=C(O)C1CCCCC1C(=O)NC1CCCCC1 (stereo not given)	0	3	0	i	12	12	7	-7	-1.7	-0.5
Cn1c(NC(=O)c2ccc(F)c(F)c2)cc(=O)n(C)c1=O	1	1	10	i	15	-1	1	-1	-0.1	-0.5
CCOC(=O)C1CCN(S(=O)(=O)c2c(C)[nH]c(=O)[nH]c2=O)CC1	-3	-5	-7	i	12	-2	1	7	1.2	0.0
O=C(CSc1nc2ccccc2[nH]1)N/N=C/C=C\c1ccccc1[N+](=O)[O-]	-19	-17	-5	i	6	0	-2	5	-0.8	9.7*
O=C(NCc1ccccc1)c1ccc(Cl)nc1	0	-6	-8	i	-8	-2	0	-2	1.8	0.1
CN1CCN(C(=O)CSc2ccc(C(F)(F)F)cc2[N+](=O)[O-])CC1	-18	5	3	i	21	-5	1	-3	-1.7	-0.2
N#Cc1ccc(C(=O)Nc2ccc([N+](=O)[O-])cc2)c(F)c1	-12	-6	-8	i	-2	-4	-2	0	0.4	-0.1
O=C1C2CC=CCC2C(=O)N1c1ccc(NCCc2ccccc2F)c([N+](=O)[O-])c1 (stereo not given)	-20	-12	-15	i	-3	-1	-4	-11	2.3	-0.5
COc1ccc(Cc2nc3ccc(C(=O)NCCn4ccnc4C)cc3o2)cc1OC	-4	-2	-5	i	-10	4	2	-1	0.7	-0.1
CCOC(=O)Cn1nc(-c2ccccc2)ccc1=O	-5	2	0	i	-22	0	2	-3	0.0	-0.3
COc1ccc(OCC(=O)N2CCN(S(=O)(=O)c3ccc(Cl)s3)CC2)cc1	-1	-6	-7	i	3	1	-1	-8	-0.1	-0.4
COc1ccc(S(=O)(=O)N2CCCCCC2)cc1C(=O)N(C)Cc1ccc(Cl)cc1Cl	4	5	-6	i	-4	4	1	-4	3.4	-0.5
Cc1cnc(NC(=O)CCc2ccccc2)s1	4	-1	-4	i	19	1	0	1	-0.6	1.0
Cc1csc(SCC(=O)Nc2cccc(S(=O)(=O)N3CCCC3)c2)n1	8	106*	-5	i	-5	-4	-8	-1	0.0	-0.8
CCOc1ccccc1OCCCC(=O)Nc1sccc1C(N)=O	1	-2	-10	i	4	-5	-13	-4	1.7	-0.1
COc1ccc(S(=O)(=O)N2CCC(C(=O)Nc3cccc(C(C)=O)c3)CC2)cc1C	1	-3	-4	i	-7	1	-1	-5	0.3	0.2
COc1ccccc1NCC(=O)N/N=C/c1sccc1C	-5	-5	-3	i	0	3	-16	10	1.8	-0.4
CC(C)CC(=O)Nc1ccc2c(c1)OCO2	-2	0	-3	i	-2	-2	-1	-2	0.3	0.7
CCCCC(=O)Nc1ccc(C(=O)Nc2ccc(OC)cc2[N+](=O)[O-])cc1	-13	131	-8	.	-99	-10	5	-5	-1.4	0.3
COc1ccc(C(=O)Nc2ccccc2Cc2ccccc2)c(OC)c1	0	-13	-12	i	5	2	-8	-4	3.0	-0.2

Screening data deposited in PubChem BioAssay by several laboratories.
